Screens: PubChem, several laboratories
M17LAP inhibition – P. falciparum M17LAP inhibitors, primary screen, biochemical, fluorogenic H-Leu-NHMec substrate, 1536-well (AID 1619). inhibition, % at 30 µM, or IC50 in µM where a hit was titrated. hit rate 0.38% among 220,000. recombinant M17LAP, H-Leu-NHMec fluorogenic kinetic assay; higher % means a stronger effect. Leucine aminopeptidase (Plasmodium falciparum (isolate 3D7));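 active = compound inhibiting the enzyme by more than half at any dose during confirmatory dose-response retesting; inconclusive = strong single-dose inhibitors picked by rank but not retested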;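 also: plate controls were full reaction with DMSO carrier for no effect and no enzyme background for full effect; strong numbers were not always called active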
AID2073 – inhibitors of Mint1-CaV2.2 protein interaction, biochemical, HTRF (AID 2073) | inhibition, % at 20 µM; hits with a dose series show IC50 in µM | HTRF protein-protein interaction, Mint1-CaV2.2; higher % means a stronger effect | hit rate 0.19% among 290,000 | Voltage-dependent N-type calcium channel subunit alpha-1B (Homo sapiens); in the data active = inhibition mostly above about 51%, no sharp cut-off; inconclusive = no clear call, values can overlap the other calls; inactive = mostly below about 53%; also: some results filed as inactive read as strong as hits
Dynein transport – inhibitors of GR-EGFP nuclear translocation, primary screen, dynein cargo transport inhibitor project, imaging, high-content, 3617.4 mouse cells; AID 1381, 2008; z-score, hits read low; test concentration mostly 20 µM; stimulated with dexamethasone, 1 µM; hits give low values; hit rate 0.47% among 220,000;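 active = plate z-score of nuclear minus cytoplasmic receptor signal below a set negative limit, without overly bright fluorescence or cell loss, cut at about -3.5 in these data, passing the limit was not always enough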;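 also: z-score of nuclear minus cytoplasmic ring GR-EGFP intensity difference per well; some compounds called inactive have numbers as strong as hits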
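medium = tetracycline-free induction medium containing charcoal-stripped FBS | also added = 1.0 µM final dexamethasone stimulus | schedule = 48 h induction, 1 h compound, 30 min dex at 37 °C | technique = fixed, Hoechst-stained cells imaged at 10x for EGFP | measure = GR-EGFP nuclear translocation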
Siah-1 displacement – Siah-1 peptide-binding antagonists, primary screen, biochemical, fluorescence polarization, rhodamine-plectin, uHTS (AID 1817) | E3 ubiquitin-protein ligase SIAH1 (Homo sapiens) | Siah-1 / rhodamine-plectin peptide fluorescence polarization; higher % means a stronger effect | displacement, % at 20 µM; hits with a dose series show IC50 in µM | hit rate 0.02% among 290,000;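 active = displacement of at least 50% at 20 µM, with a fluorescence ratio check between 0.3 and a set limit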;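 also: plate controls were Siah plus tracer with DMSO for no effect and tracer alone without Siah for full effect; strong numbers were not always called active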
human PMI inhibition – inhibitors of human PMI, primary screen, biochemical, fluorescence intensity, coupled assay (AID 1209) | Mannose-6-phosphate isomerase (Homo sapiens) | purified PMI enzyme, coupled fluorescence intensity; higher % means a stronger effect | one-dose inhibition, % at 20 µM; IC50 in µM for titrated hits | hit rate 0.42% among 190,000;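 also: plate controls were DMSO vehicle for no effect and wells lacking substrate for full effect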
M1AAP inhibition – P. falciparum M1AAP inhibitors, biochemical, fluorogenic H-Leu-NHMec substrate, 1536-well (AID 1445) | recombinant M1AAP, H-Leu-NHMec fluorogenic kinetic assay; higher % means a stronger effect | inhibition, % at 30 µM; hits with a dose series show IC50 in µM | hit rate 0.42% among 220,000;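 active = primary inhibition above the hit cutoff, then over 50% inhibition at one or more dose response concentrations, cut at about 23% in these data, passing the limit was not always enough; inconclusive = conflicting primary data, or primary hits not chosen for dose response; inactive = low primary inhibition, or under 50% at every dose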;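 also: plate controls were DMSO full reaction for no effect and no enzyme background for full effect; strong numbers were not always called active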
LYP phosphatase – inhibitors of LYP phosphatase, biochemical, fluorescence intensity, uHTS (AID 1779); Tyrosine-protein phosphatase non-receptor type 22 (Homo sapiens); inhibition, % at 11.5 µM; hits with a dose series show IC50 in µM; recombinant LYP phosphatase, fluorescence intensity; higher % means a stronger effect; hit rate 0.054% among 290,000;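 also: plate controls were vehicle with enzyme for no effect and no enzyme for full effect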
XIAP displacement – XIAP antagonists, biochemical, IAP family, fluorescence polarization (AID 1018). displacement, % at 20 µM, or IC50 in µM where a hit was titrated. hit rate 0.007% among 200,000. E3 ubiquitin-protein ligase XIAP (Homo sapiens). XIAP BIR domain, fluorescence polarization peptide displacement; higher % means a stronger effect; in the data active = displacement above about 50%; also: a part of the inactive calls stands beside numbers as strong as those of hits
human PMI inhibitors – human PMI inhibitors, high substrate, primary screen, biochemical, fluorescence intensity, high mannose 6-phosphate (AID 1220). Mannose-6-phosphate isomerase (Homo sapiens). recombinant PMI enzyme, coupled fluorescence intensity; higher % means a stronger effect. hit rate 0.66% among 190,000. one-dose inhibition, % at 20 µM; IC50 in µM for titrated hits
Dynein transport cytoplasmic EGFP – second read-out of Dynein transport, no call of its own (marks repeat the call); z-score; measured here: cytoplasmic GR-EGFP intensity; hits give high values
Dynein transport nuclear GR-EGFP – also measured in Dynein transport; calls as there; z-score; measured here: nuclear GR-EGFP intensity;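 lower value marks the stronger effect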
Dynein transport cell count – recorded beside Dynein transport, whose call it bears; z-score; measured here: cell count per field
Active calls of the source: *; ? = inconclusive; / = no result given. Rule as the data show it, unless noted: active = inhibition above about 50%; inactive = the rest.

smiles | M17LAP inhibition | AID2073 | Dynein transport | Dynein transport cytoplasmic EGFP | Dynein transport nuclear GR-EGFP | Dynein transport cell count | Siah-1 displacement | human PMI inhibition | M1AAP inhibition | LYP phosphatase | XIAP displacement | human PMI inhibitors
CCC(=O)Nc1ccc(N2CCCCC2)c(C(=O)Nc2ccccc2C)c1 | 6% | -2% | -0.28 | -0.079 | 0.14 | 0.36 | 1% | 3% | 16% | -2% | -2.1% | -6%
Cc1cc(C)c(C#N)c(SCCS(=O)(=O)c2ccc(C(C)(C)C)cc2)n1 | -5% | 5% | -1.1 | -0.0034 | -0.46 | 1 | 1% | 5% | -4% | 10% | -20% | -2%
COc1ccc(C(=O)OC(C(=O)c2ccccc2)c2ccccc2)cc1 (stereo unspecified) | -7% | -2% | -0.26 | -0.22 | -0.53 | 0.11 | -4% | 8% | 6% | 7% | -1.7% | 3%
CCC(C)(C)n1nnnc1CN1CCC(NC(=O)c2ccc(Br)cc2)CC1 | 16% | 17% | -0.41 | -0.035 | 0.093 | -0.65 | -1% | 4% | 3% | -4% | 1.3% | 7%
O=C(C[n+]1cccc(CNC(=O)c2ccc(OC(F)F)cc2)c1)Nc1ccc(F)cc1 | -8% | -8% | 0.092 | -0.25 | -0.073 | -0.27 | -1% | 21% | 4% | -5% | -7.0% | 13%
Nc1cc2ccncc2c2ccccc12 | -225% | 27% | -0.023 | -0.23 | -0.14 | 0.16 | -3% | / | 20% | -21% | / | /
CS(=O)(=O)N1N=C(c2ccc(Br)cc2)CC1c1cccs1 (stereo unspecified) | 2% | -2% | 0.028 | -0.058 | 0.35 | -0.67 | -4% | 12% | 3% | -5% | -5.3% | 1%
Cn1cc(C(=O)c2ccccc2)cc1-c1nc2ccccc2n1C | 4% | 6% | -0.35 | -0.21 | -0.4 | 0.25 | 6% | 16% | 7% | 4% | -8.2% | 17%
COc1ccccc1N(C)S(=O)(=O)c1ccc(C(=O)OCC(=O)NCC(F)(F)F)cc1 | 5% | -4% | -0.67 | -0.32 | -0.44 | 1.2 | 8% | -7% | -4% | -3% | -0.6% | -2%
C=C(C)C1CC=C(C)/C(=N\NC(=O)CCC(=O)Nc2ccc(C)c(C)c2)C1 (stereo unspecified) | 5% | 20% | 1.8 | -0.15 | 1.9 | -1.3 | -2% | / | -4% | -1% | / | /
COC(=O)c1ccc(COC(=O)c2ccc(N(C)C)cc2)cc1 | 4% | -1% | 0.25 | -0.15 | 0.34 | 0.015 | -2% | 1% | -3% | -4% | -6.0% | 5%
Cc1noc(C)c1S(=O)(=O)N1CCC(C(=O)N2CCN(C3CCCC3)CC2)CC1 | 7% | 1% | 1.1 | -0.19 | 0.87 | -0.12 | -1% | 6% | -4% | -8% | -67% | 12%
CC(=O)c1ccc(OCC(=O)Nc2ccc3nc(C)sc3c2)cc1 | 8% | -8% | -0.52 | -0.33 | -0.09 | 0.36 | 1% | 2% | -2% | -4% | -0.5% | 4%
COC(=O)c1nn(-c2ccccc2)c(Sc2ccc(OC)cc2)c1/C=N/O | -3% | 13% | -0.72 | 0.023 | -0.36 | 1.2 | -4% | -10% | 5% | 0% | -20% | -2%
COc1cccc(C(=O)C2CCCN(Cc3cn(CC(N)=O)c4ccccc34)C2)c1 (stereo unspecified) | 1% | 1% | -0.53 | -0.27 | 0.19 | 0.25 | 2% | -2% | 1% | -3% | -7.3% | 1%

smiles | M17LAP inhibition | AID2073 | Dynein transport | Dynein transport cytoplasmic EGFP | Dynein transport nuclear GR-EGFP | Dynein transport cell count | Siah-1 displacement | human PMI inhibition | M1AAP inhibition | LYP phosphatase | XIAP displacement | human PMI inhibitors
CC(O)[C@H]1CNC(=O)C(=O)N1CC1CCCCC1 (stereo partly specified) | 4% | 14% | 1.3 | -0.72 | 0.79 | -0.31 | 0% | / | 4% | -5% | / | /
CC(=O)N1CCN(C(C)=O)C1c1ccccc1 | -7% | -2% | 0.44 | -0.11 | 0.44 | 0.4 | 6% | 10% | 5% | -5% | -3.4% | 11%
CCCCOC(=O)Nc1nnc(CCc2ccccc2)s1 | -14% | -10% | 0.33 | -0.22 | 0.054 | 0.3 | 8% | 8% | -1% | 0% | -13% | 4%
Cc1ccc(-c2cc(C(=O)N/N=C/c3c[nH]c4ccccc34)[nH]n2)cc1 | 6% | -2% | 1 | -0.19 | 0.5 | -1.3 | -4% | 20% | 8% | 5% | -5.2% | 13%
O=C(NC(=S)Nc1ccc(S(=O)(=O)N2CCCCCC2)cc1)c1cccs1 | 11% | -10% | -0.55 | -0.23 | 0.052 | 0.99 | 13% | 6% | -1% | 3% | -3.2% | 5%
Cc1cccc(C)c1OCc1nnc(SCC(=O)Nc2nccs2)n1-c1ccccc1 | -1% | 9% | 0.64 | -0.18 | 0.71 | -1.1 | 8% | 11% | 1% | 0% | -2.2% | 8%
COc1ccc(-c2nn(-c3ccccc3)cc2/C=N/NS(=O)(=O)c2ccccc2)cc1 | 4% | 1% | -0.35 | -0.18 | 0.52 | 0.19 | 8% | 11% | 9% | 1% | -0.1% | 10%
COc1ccnc(N=CNOCc2cccc(Cl)c2Cl)c1C#N | 4% | 11% | -0.96 | -0.15 | -0.32 | 0.9 | 0% | -7% | 3% | -6% | -9.4% | -6%
CC(=O)c1cc(C)ccc1OC(=O)c1ccco1 | 5% | 6% | -0.25 | -0.31 | -0.1 | 0.67 | 1% | -4% | 13% | 0% | -3.5% | -5%
COc1ccc(C(C)=O)cc1COC(=O)c1cc(C)nc2ccccc12 | -3% | -6% | 0.22 | -0.32 | 0.42 | 0.03 | 4% | 7% | -7% | -3% | -5.3% | 7%
O=C(NC(=S)N1CCc2ccccc21)c1ccc(Br)o1 | 0% | 23% | -0.3 | -0.32 | 0.41 | 0.26 | 4% | 19% | 7% | -4% | -0.4% | 4%
CCCc1nnc(SCC(=O)N(CC)CC)n1CC1CCCO1 (stereo unspecified) | -6% | 9% | 0.13 | -0.32 | 0.85 | -1.2 | 4% | -16% | 3% | -8% | 0.7% | -6%
CN(c1ccc(OCC(=O)OCC(=O)c2c(N)n(C)c(=O)n(C)c2=O)cc1)S(=O)(=O)c1ccc2ccccc2c1 | 25% | 26% | -0.7 | -0.18 | -0.66 | 0.69 | 0% | 10% | 0% | 2% | -8.2% | -4%
O=C(CNC(=O)c1ccco1)OCC(=O)c1ccc(Cl)cc1Cl | -1% | 4% | -0.35 | -0.23 | -0.26 | 0.23 | -1% | / | 2% | -3% | -3.5% | /
Cc1ccc(C)c(Cn2nnc3c(=O)[nH]c(C(=O)Nc4ccc(F)cc4)nc32)c1 | 13% | 11% | -1 | -0.33 | -0.25 | 0.24 | 7% | 5% | -3% | 6% | -1.9% | 8%

smiles | M17LAP inhibition | AID2073 | Dynein transport | Dynein transport cytoplasmic EGFP | Dynein transport nuclear GR-EGFP | Dynein transport cell count | Siah-1 displacement | human PMI inhibition | M1AAP inhibition | LYP phosphatase | XIAP displacement | human PMI inhibitors
Fc1ccccc1Cn1cc(C(=S)N2CCOCC2)c2ccccc21 | -6% | 6% | 2.1 | 0.48 | 1.8 | -1.5 | 2% | / | 2% | 5% | / | /
CC(C)C(=O)N1CCC2(CC1)Oc1ccc(Cl)cc1C(=O)C21CC(c2ccccc2)=NO1 (stereo unspecified) | 11% | 6% | -0.29 | -0.84 | -0.056 | 0.8 | 1% | / | 15% | 1% | / | /
COc1ccc(/C=C2\SC(=O)N(CCNC(=O)CCS(=O)(=O)c3ccc(C)cc3)C2=O)cc1 | 4% | -11% | 0.16 | -0.13 | 0.13 | -0.17 | 4% | 12% | 17% | 3% | -13% | -3%
COc1ccc(C)cc1-n1nnnc1SC/C(O)=C(\C#N)c1nc2ccccc2[nH]1 | 9% | 19% | -0.9 | 0.087 | -0.16 | 1.5 | -4% | 4% | -1% | -6% | -10% | -18%
COc1ccc(CNC(=O)CSc2nnc(C)s2)cc1 | 14% | ? | 1.8 | -0.15 | 1.5 | -0.84 | 2% | -7% | 1% | -9% | -3.4% | -8%
CCC1CCCCN1CCCNC(=O)c1ccc(N2CCOCC2)c(NS(=O)(=O)c2ccc(OC)cc2)c1 (stereo unspecified) | 5% | 3% | 0.22 | -0.18 | -0.21 | -0.25 | 2% | -6% | 0% | -3% | -5.9% | 5%
Cc1cc(C)cc(N(C(C)C(=O)NCCC2=CCCCC2)S(C)(=O)=O)c1 (stereo unspecified) | 5% | -7% | -0.54 | -0.29 | -0.28 | 0.6 | -3% | 4% | 8% | -8% | -5.9% | 1%
CCN(CC)S(=O)(=O)c1ccc(C(=O)NCc2n[nH]c(=S)n2-c2ccccc2OC)cc1 | -18% | -12% | -0.58 | -0.21 | -0.14 | 1.2 | 3% | 3% | 5% | -4% | -4.4% | 2%
Cc1cccc2cc(CN(Cc3ccc(F)cc3)C(=O)N(C)C)c3nnnn3c12 | 4% | -7% | 0.39 | -0.35 | 0.43 | -0.31 | 0% | 3% | 9% | -5% | -4.0% | 7%
Nc1ccc2oc3ccc(N)cc3c(=O)c2c1 | -7% | 50% | 0.41 | -0.24 | 0.087 | 0.034 | 42% | 23% | ? | -1% | -2.2% | 20%
COc1ccc(S(=O)(=O)N2CC=C(C(=O)Nc3ccc(NC(C)=O)cc3)CC2)cc1 | -7% | 30% | -1 | -0.098 | -0.49 | 0.95 | 8% | -9% | 7% | 1% | -3.8% | -5%
CCOC(=O)N1CCN(C(=O)c2ccccc2CCc2ccccc2)CC1 | 0% | -7% | 0.097 | -0.21 | 0.12 | -0.42 | 2% | 8% | 6% | -3% | -5.6% | 5%
COc1cc(C)c(S(=O)(=O)N2CCN=C2c2ccccc2)cc1C | -13% | -1% | 2.7 | -0.14 | 0.97 | -1.5 | 0% | -3% | 4% | -12% | -4.5% | -7%
CCc1ccccc1NC(=O)CN(c1cccc(OC)c1)S(C)(=O)=O | 5% | 12% | -0.22 | -0.19 | 0.57 | 0.65 | 4% | 2% | -2% | -8% | -4.0% | 7%
